SR-BI HDL uptake: mouse SR-BI HDL lipid transfer inhibition | Q61009 | ldlA[mSR-BI] CHO cells, DiI-HDL uptake fluorescence, 3 h | inhibition, % at 12.5 µM | 320,000 tested, 0.96% active | AID 488896;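 active = mean replicate inhibition of at least 70% and a set share of replicates each scoring 70 or more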;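 note: 0% = median of neutral control wells and 100% = median of positive control wells; values of inactives mirror those of a sister screen read the other way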
DSG3 Ab inh: human desmoglein-3 autoantibody binding inhibition | DSG3-coupled beads, scFv-anti-DSG3-GFP binding, flow cytometry; active compounds read low | binding (percent of control), % at 10 µM | 310,000 tested, 0.48% active;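 active = binding more than 3 SD below its plate's average and above zero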;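 note: hits lower antibody fragment binding to DSG3; some compounds called inactive have numbers as strong as hits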
dFosB activator: activators of mouse delta FosB homodimer. P13346. purified delta FosB, TAMRA-CDK5 oligo fluorescence polarization; percent of positive-control signal above neutral wells. activation, % at 25 µM. 340,000 tested, 0.99% active. AID 493131;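 active = mean activation above about 17%, with every replicate also reaching it, limit read from the data, passing the limit was not always enough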;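 note: fluorescence polarization rise as delta FosB binds a TAMRA Cdk5 AP-1 oligo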
PKA-R2B activ: activators of human PKA-R2B complex. 340,000 tested, 0.079% active. activation, % at 11.4 µM. PKA-R2B holoenzyme dissociation, Cy5-IP20 fluorescence polarization; R2B truncated from residue 108, S112A mutant; 0% DMSO only, 100% 113 µM cGMP. AID 504700;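 active = activation above a cutoff set at the mean over all compounds plus 3 SD, cut at about 18% in these data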;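 note: higher means more holoenzyme dissociation and a rise in polarization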
Target sequence (P31323 whole entry, looked up, other chains not shown, the tested form may be a part): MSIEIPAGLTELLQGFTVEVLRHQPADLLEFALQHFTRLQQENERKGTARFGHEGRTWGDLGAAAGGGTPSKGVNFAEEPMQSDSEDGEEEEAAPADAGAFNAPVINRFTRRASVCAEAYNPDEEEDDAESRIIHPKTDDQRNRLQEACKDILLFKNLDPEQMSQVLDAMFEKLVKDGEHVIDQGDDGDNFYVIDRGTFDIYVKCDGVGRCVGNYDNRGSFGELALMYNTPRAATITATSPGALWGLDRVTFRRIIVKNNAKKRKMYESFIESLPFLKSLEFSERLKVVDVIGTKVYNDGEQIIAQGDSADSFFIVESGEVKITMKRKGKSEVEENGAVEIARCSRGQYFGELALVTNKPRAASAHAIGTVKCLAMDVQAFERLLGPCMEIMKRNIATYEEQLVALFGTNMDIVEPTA
MITF act: activators of MITF-driven TRPM1 promoter activity in SK-MEL-5 cells; activation, % at 12.5 µM; SK-MEL-5 TRPM1-promoter luciferase, 24 h; % of positive control, neutral wells = 0; 300,000 tested, 0.75% active; AID 588334;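 active = mean activation of at least 80% with every replicate also reaching 80%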;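 note: 0% = neutral control wells and 100% = parthenolide positive control wells; values of inactives mirror those of a sister screen read the other way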
SR-BI uptake up: enhances SR-BI lipid uptake from DiI-HDL. activation, % at 12.5 µM. CHO ldlA[mSR-BI] cells, DiI-HDL uptake fluorescence, 3 h; 100 = double the neutral-control signal. 320,000 tested, 0.096% active;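 active = mean replicate activation of at least 60% and every replicate at or above 60%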;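 note: 0% = median plate neutral-control signal and 100% = twice that signal; values of inactives mirror those of a sister screen read the other way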
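Material: SR-BI-overexpressing, LDLR-lacking CHO cells | Dosing: Single compound concentration, delivered by pin transfer | Probe or stimulus: Labelled HDL, 10 µg/mL | Signal: Bottom-read cell fluorescence after medium removal, ex 550/em 595 nm | Schedule: 3 h, 37 °C | Evaluation: HDL uptake via cellular fluorescence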
Arrestin-AP2 inh: blocks beta-arrestin peptide binding to AP2 adaptin; FITC-arrestin peptide / GST-AP2 beads, flow cytometry; AP2 beta2 appendage carries R879A mutation; inhibition, % at 10 µM; 340,000 tested, 0.31% active; AID 504490;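 active = inhibition above a set limit, near 3 SD of compounds lacking own fluorescence, cut at about 54% in these data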;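 note: plate controls were DMSO wells for no effect and 5 µM unlabelled arrestin peptide for full effect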
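test system = AP2 appendage R879A on GSH beads | buffer or medium = PBS plus Tween 20 (0.05%) and BSA (0.1%) | incubation = 12 min plus 1 h, RT | detection = bead flow cytometry, FITC channel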
NSD2 inh: inhibitors of human histone methyltransferase NSD2. 310,000 tested, 0.54% active. NSD2 peptide methylation, AlphaScreen, 120 min. AID 743445. inhibition, % at 12.5 µM; in the data active = inhibition above about 50%
SUMO Mot1 rescue: SUMOylation pathway inhibition by Mot1-301 growth rescue. S. cerevisiae Mot1-301 growth rescue, ATP luminescence, 38.5C; percent above DMSO median, 100 means doubled. growth rescue, % at 18.8 µM. 320,000 tested, 1% active. AID 2716;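 active = every valid replicate shows activation above 250% relative to neutral control wells; inactive = the rest, any valid replicate at or below 250%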;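 note: OY570 slx delta 5 strain wells were the positive control but not used for scaling; some compounds called inactive have numbers as strong as hits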
PKA-R1A act: activators of PKA-R1A complex. 340,000 tested, 0.083% active. AID 504707. PKA-R1A dissociation, Cy5-IP20 fluorescence polarization; scaled: DMSO 0%, 113 µM cGMP 100%. activation, % at 11.4 µM;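 active = percent activation above the mean of all tested compounds plus 3 SD, cut at about 19% in these data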;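 note: higher means more PKAc released from R1A so a rise in polarization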
CDK5 p35 inh: blocks human CDK5/p35 kinase activity; Q00535+Q15078; Recombinant CDK5/p35, ADP-Glo luminescence, 60 min; inhibition, % at 10 µM; 330,000 tested, 0.01% active; AID 488839;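 active = highest replicate inhibition of at least 50% and at least 75% of replicates reaching 50%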;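 note: plate controls were DMSO neutral control for no effect and GW8510 at 10 µM for full effect; many of its hits are not listed in these tables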
Target sequence (Q00535 whole entry, looked up): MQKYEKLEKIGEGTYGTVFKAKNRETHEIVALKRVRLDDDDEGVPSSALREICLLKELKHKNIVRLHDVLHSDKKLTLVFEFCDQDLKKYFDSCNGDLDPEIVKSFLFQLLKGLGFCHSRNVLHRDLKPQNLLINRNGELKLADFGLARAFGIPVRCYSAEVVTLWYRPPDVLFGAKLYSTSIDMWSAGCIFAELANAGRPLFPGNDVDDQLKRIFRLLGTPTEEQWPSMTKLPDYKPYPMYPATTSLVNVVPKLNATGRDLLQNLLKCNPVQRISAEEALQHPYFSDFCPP
Target sequence (Q15078 whole entry, looked up): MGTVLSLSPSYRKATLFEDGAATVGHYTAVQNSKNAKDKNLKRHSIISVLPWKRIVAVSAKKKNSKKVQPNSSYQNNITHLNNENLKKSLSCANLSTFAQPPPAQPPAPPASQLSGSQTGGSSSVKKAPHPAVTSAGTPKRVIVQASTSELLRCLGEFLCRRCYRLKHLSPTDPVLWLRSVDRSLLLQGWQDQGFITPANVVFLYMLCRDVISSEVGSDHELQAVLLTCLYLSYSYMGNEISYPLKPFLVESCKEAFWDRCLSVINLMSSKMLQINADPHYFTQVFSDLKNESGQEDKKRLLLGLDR
* = called active by the depositor; x = no result given.

SR-BI HDL uptake	DSG3 Ab inh	smiles	dFosB activator	PKA-R2B activ	MITF act	SR-BI uptake up	Arrestin-AP2 inh	NSD2 inh	SUMO Mot1 rescue	PKA-R1A act	CDK5 p35 inh
10	99	COC(=O)C1=C(C)N(Cc2ccccc2)C(=NCCN2CCOCC2)N[C@H]1CCc1ccccc1	-2	-4	16	-10	-24	x	7	-14	-0.1
-6	102	O=C(c1ccco1)N1CCN(C(c2ccccn2)c2nnnn2C2CCCC2)CC1 (centres undefined)	1	7	-13	6	-4	0	0	-10	0.9
9	x	Cn1cccc1C(=O)OCc1cc(-c2ccco2)on1	-5	-4	98*	-9	39	5	21	5	1.5
-12	101	CCS(=O)(=O)NCC(c1ccco1)N1CCN(c2ccccc2F)CC1 (centres undefined)	-3	-8	-8	12	0	-2	8	1	-2.1
16	88	CCCC(=O)Nc1cccc(C(=O)Nc2nccs2)c1	-8	5	x	-16	-3	-2	13	-1	2.3
-9	x	O=C(CCNS(=O)(=O)c1ccccc1)NCCCSc1ccccc1	-1	-6	-1	9	-7	-1	-10	-12	-1.4
-24	102	Cc1c(CCC(=O)N2CCC[C@H]2C(=O)O)c(=O)oc2cc3oc4c(c3cc12)CCCC4	-4	4	-42	24	28	x	-2	-8	0.3
9	103	c1csc(-c2nc3nc4ccccc4nc3n2Cc2ccc3c(c2)OCO3)c1	-10	-1	30	-9	4	0	370	3	-0.8
32	95	COc1ccc(Nc2nc(-c3cccnc3)nc3ccccc23)cn1	14	0	-3	-32	16	-2	-18	0	0.2
3	96	Brc1c(CSc2nc3ccccc3s2)nc2ncccn12	-2	-12	70	-3	-6	-1	6	-4	x
x	x	COc1ccc(-n2nnnc2SCC(=O)N(C)C2CCS(=O)(=O)C2)cc1 (centres undefined)	0	-4	2	x	14	0	-5	-4	1.6
-12	108	COC(=O)Cc1c(O)ccn(CCc2ccccc2)c1=O	2	1	-12	12	37	4	82	-10	1.3
16	101	NC(=O)c1c(-c2ccccc2)oc2ccc(O)cc12	-8	4	10	-2	4	-1	96	2	1.0
-26	100	COc1cccc2cc(C(C)=O)c(=O)oc12	-6	-4	5	26	-10	-1	2	-1	-0.2
3	100	CCCC(=O)c1ccc(N2CCN(C(=O)c3cccs3)CC2)c(F)c1	-6	5	14	-3	-12	-2	-2	12	1.4
-1	99	Cn1cc(-c2ccccc2)cc(C#N)c1=O	-4	0	0	1	50	-6	-21	2	0.2
-21	x	O=C(/C=C/c1ccc(F)cc1)NC(=S)NNC(=O)[C@H]1C[C@@H]1c1ccccc1	8	-8	3	21	-13	3	-47	-10	x
5	94	Cc1ccccc1-c1cc(C(=O)O)nn1CC1CC(c2cccc([N+](=O)[O-])c2)=NO1 (centres undefined)	2	1	-11	-5	11	x	125	-7	1.4
7	x	COCCN(C(=O)COC(=O)Cc1c(C)nc2ccccc2c1C)c1c(N)n(CC(C)C)c(=O)[nH]c1=O	-5	-3	-8	-7	-9	1	8	-6	-0.5
1	101	Cc1ccccc1-n1cnnc1SCC(=O)Nc1cccnc1Cl	-4	-6	1	-1	-17	0	174	-11	0.7
16	120	COc1ccccc1OC(=O)Cc1cccc2ccccc12	-13	-12	x	-16	18	x	-10	-4	-1.6
-4	74	COc1ccc2c(c1)CCN1C2CCN2C(=O)CCC21 (centres undefined)	-1	-5	10	4	11	6	5	-8	-1.0
x	99	COc1ccc(Cl)cc1C(=O)NCc1cn(C)nc1C	0	5	-2	x	-1	-2	-4	-4	-1.0
-12	96	COc1ccc(CCN(C)C2CCCN(C(=O)Cn3cccn3)C2)cc1OC (centres undefined)	0	-16	8	12	16	4	6	-3	-2.2
40	x	COc1ccc(C(C)=O)cc1COc1ccc(Cl)c(C)c1	-8	-14	x	-40	-2	-3	0	-7	-0.7
-7	97	CCn1cc(C(=O)Nc2ccc(NC(=O)c3ccco3)cc2)c(=O)c2ccc(C)nc21	0	-8	12	7	2	12	261	-5	-0.1
15	72*	Clc1ccc(-c2nc3cc(CN4CCCCC4)ccc3o2)cc1	-4	8	80	-15	0	2	23	-7	-0.8
28	106	COc1ccccc1S(=O)(=O)Cc1ccc(C(=O)N2CCN(c3ccccn3)CC2)o1	-7	-1	-9	-28	1	x	-18	3	-0.4
52	96	Cc1nc2c(-c3ccc(F)cc3)cnn2c(N)c1-c1ccccc1	-7	-12	6	-52	4	-3	58	-12	-1.3
12	x	O=C(NC1CCCCCC1)c1cc2c(=O)n3ccccc3nc2s1	-15	-5	91*	-12	0	2	-2	-7	1.1
-6	106	O=C1C=CC(=O)N1c1cccc(-c2ccccc2)c1	1	-7	-38	6	6	-2	63	-6	0.6
-19	100	Cc1c(NC(=O)C(C)OC(=O)c2ccc([N+](=O)[O-])cc2Cl)c(=O)n(-c2ccccc2)n1C (centres undefined)	-4	1	-10	19	-9	-3	x	3	-5.7
-11	109	O=C(Nc1cccc(F)c1)/C(=C\c1cccnc1)NC(=O)c1ccco1	-3	4	-13	11	-11	-3	-6	-5	-5.4
-14	97	O=C(NCC(NS(=O)(=O)OCC(Cl)(Cl)Cl)c1ccccc1)C(F)(F)F (centres undefined)	2	-5	5	14	22	x	8	-3	-0.2
17	76	COC(=O)c1cc(OC)c(OC)cc1NC(=O)CCCCCN1C(=O)CCC1=O	-9	8	-13	-17	34	0	58	-3	1.1
-13	91	CC(C)CC(c1nnnn1C(C)(C)C)N1CCN(C2CCCC2)CC1 (centres undefined)	-3	11	-8	13	-7	3	-18	2	2.2
-18	102	COc1ccc(N(CC(=O)NC2CC3CCC2C3)S(=O)(=O)c2ccc(C)cc2)cc1 (centres undefined)	-14	-4	3	18	-9	1	-14	-7	2.2
-2	100	O=C(c1ccc(-c2ccccc2)cc1)N1CCN(c2ncccn2)CC1	-7	-4	-7	2	25	-1	-12	-10	1.8
-1	105	CSc1ccc(CC(=O)N2CCC(n3nccc3NC(=O)C3CC3)CC2)cc1	4	-8	27	1	-5	-1	21	-14	-0.2
-28	100	CCc1nc2cccnc2n1-c1ccc(CC(=O)NCCOC)cc1	1	4	-11	28	34	-1	-10	-8	0.3
-1	x	COc1ccc(C(C)=O)cc1COc1nc(C)nc2ccccc12	0	2	-14	1	-16	1	-32	0	-1.7
-8	109	CCCc1ccc(C(C)NC(=O)c2cnccn2)cc1 (centres undefined)	8	8	-10	8	-11	0	-6	-6	1.6
-21	121	CCOC(=O)c1c(NC(=O)CCS(=O)(=O)c2ccccc2)sc2c1CCN(C)C2	0	10	9	21	-2	3	-12	8	-1.7
6	105	O=C(CSc1nnc(-c2cccs2)n1Cc1ccccc1)NCc1ccc2c(c1)OCO2	-2	0	5	-6	-18	3	-4	-3	-0.1
-12	x	O=C(/C=C/c1ccccc1[N+](=O)[O-])Nc1cc(S(=O)(=O)N2CCOCC2)ccc1N1CCOCC1	-6	-3	-3	12	20	1	x	-6	-0.4
x	119	CC1CCN(S(=O)(=O)c2ccc(NC(=O)C3CC3)cc2)CC1	2	-5	-8	x	-3	1	1	9	0.2
-15	98	O=C(O)Cn1ncn(-c2ccc(OC(F)(F)F)cc2)c1=O	-6	-2	7	15	17	0	-1	-2	-0.1
-18	103	Cn1c(=O)oc2cc(S(=O)(=O)N3CCCC3)ccc21	-2	3	x	18	10	x	30	-1	-2.7
69	x	Brc1ccc(-c2nnc(-c3ccccc3)c(N3CCSCC3)n2)cc1	-2	0	x	-69	3	-1	-16	-3	-4.3
-15	101	CCCOC(=O)c1ccc(NC(=O)C(CC)CC)cc1	-2	4	31	15	37	-5	15	5	-0.2

3 entries from above, sorted by their value in PKA-R1A act, highest first.
SR-BI HDL uptake	DSG3 Ab inh	smiles	dFosB activator	PKA-R2B activ	MITF act	SR-BI uptake up	Arrestin-AP2 inh	NSD2 inh	SUMO Mot1 rescue	PKA-R1A act	CDK5 p35 inh
-1	x	COc1ccc(C(C)=O)cc1COc1nc(C)nc2ccccc12	0	2	-14	1	-16	1	-32	0	-1.7
-18	103	Cn1c(=O)oc2cc(S(=O)(=O)N3CCCC3)ccc21	-2	3	x	18	10	x	30	-1	-2.7
-15	98	O=C(O)Cn1ncn(-c2ccc(OC(F)(F)F)cc2)c1=O	-6	-2	7	15	17	0	-1	-2	-0.1

(continued)
SR-BI HDL uptake	DSG3 Ab inh	smiles	dFosB activator	PKA-R2B activ	MITF act	SR-BI uptake up	Arrestin-AP2 inh	NSD2 inh	SUMO Mot1 rescue	PKA-R1A act	CDK5 p35 inh
0	100	O=S(=O)(Nc1nc(CN2CCOCC2)nc2sc3c(c12)CCCC3)c1cc(F)ccc1F	-4	-10	-5	0	-7	17	0	0	0.5
-11	96	CCOC(=O)NC(=O)C(=CNc1ccccc1C)C(=O)NC(=O)OCC	-4	-15	-7	11	-6	41	137	-1	0.6
-5	108	Cc1cc(C)c(S(=O)(=O)Nc2cccc(S(=O)(=O)N3CCOCC3)c2)c(C)c1	-5	-13	-6	5	-14	0	-1	-7	1.2
10	101	Cc1ccc(S(=O)(=O)N2CCN(C(=O)/C=C/c3ccccc3)CC2)cc1C	-8	-14	-1	-10	4	-5	x	0	1.4
36	93	COc1cc(/C=C/C(=O)OCC(=O)NC(=O)NC(C)(C)C)ccc1O	-8	-1	7	-36	-6	0	4	-16	0.5
8	116	Cc1nc2cc3ccccc3cc2s1	-4	-13	14	-8	-5	-2	x	-7	-0.7
-11	126	CC(NC(=O)CC(O)(C(F)(F)F)C(F)(F)F)c1ccccc1 (centres undefined)	-4	2	-9	11	35	x	-10	12	0.9
-34	100	Cc1ccc(NC(=O)Cn2nnc(C(=O)NCc3cccs3)c2N)cc1F	6	8	-1	34	7	-1	20	0	1.7
-14	96	NCC(=O)c1cccc2ccc[n+]([O-])c12	-8	8	11	14	19	0	1	-1	-1.4
-7	97	COc1ccc(CNC2CC(C)N(C)CC2C)cc1OC (centres undefined)	0	-1	x	7	40	-1	18	12	0.7
32	95	O=C(Nc1cc(S(=O)(=O)N2CCCC2)ccc1Cl)c1ccncc1	0	-4	14	-32	35	-1	8	-14	2.7
-8	94	Cn1c(=O)c2c(nc(SCC(=O)c3ccc(F)cc3)n2C)n(C)c1=O	0	4	-3	8	6	0	8	2	0.5

From PubChem
